HIV peptide binding: inhibitors of HIV fusion peptide binding, primary screen, biochemical, uHTS, fluorescence dequenching (AID 1986) | cell-free peptide binding, fluorescence dequenching, 30 min; higher % means a stronger effect | one-dose inhibition, % at 20 µM; IC50 in µM for titrated hits | 0.3% of 290,000 active; in the data active = inhibition mostly above about 52%, no sharp cut-off; inactive = mostly below about 76%; also: some results filed as inactive read as strong as hits
SIAH1 antagonists: blockers of Siah-1 interaction with plectin peptide – biochemical, fluorescence polarization, rhodamine-plectin, uHTS, primary screen (AID 1817); Siah-1 / rhodamine-plectin peptide fluorescence polarization; higher % means a stronger effect; one-dose displacement, % at 20 µM; IC50 in µM for titrated hits; 0.02% of 290,000 active;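 active = displacement of at least 50% at 20 µM, with a fluorescence ratio check between 0.3 and a set limit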;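 also: plate controls were Siah plus tracer with DMSO for no effect and tracer alone without Siah for full effect; strong numbers were not always called active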
LYP inhibition: PTPN22 lymphoid phosphatase activity blockers – biochemical, fluorescence intensity, uHTS (AID 1779); recombinant LYP phosphatase, fluorescence intensity; higher % means a stronger effect; one-dose inhibition, % at 11.5 µM; IC50 in µM for titrated hits; 0.054% of 290,000 active;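 also: plate controls were vehicle with enzyme for no effect and no enzyme for full effect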
NS5 inhibitors: flavivirus cap methylation enzyme inhibition – biochemical, confirmation dose response, primary screen (AID 588689); Dengue-2 NS5 methyltransferase capping enzyme assay, biochemical; higher % means a stronger effect; one-dose inhibition, % at 25 µM; IC50 in µM for titrated hits; 0.3% of 340,000 active; in the data active = a potency from the dose series; inconclusive = inhibition above about 29% without an active follow-up result
Hep lipid drop: hepatic lipid droplet formation modulation. AML12 mouse hepatocytes, oleate lipid droplets, BODIPY imaging. inhibition, % at 6.5 µM. 0.4% of 240,000 active;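 active = lipid droplet intensity inhibited by at least 50%, with more than 500 cells counted; inconclusive = wells with under 300 cells, treated as cytotoxic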
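Test system: AML12 mouse liver cells; schedule: overnight exposure; technique: high-content imaging of BODIPY-stained droplets and DAPI nuclei; read-out: % inhibition of corrected integrated BODIPY droplet signal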
AID2073: disruptors of CaV2.2 binding to Mint1 – biochemical, HTRF (AID 2073). HTRF protein-protein interaction, Mint1-CaV2.2; higher % means a stronger effect. one-dose inhibition, % at 20 µM; IC50 in µM for titrated hits. 0.19% of 290,000 active; in the data active = inhibition mostly above about 51%, no sharp cut-off; inconclusive = no clear call, values can overlap the other calls; inactive = mostly below about 53%; also: some results filed as inactive read as strong as hits
Myeloid diff 2: myeloid differentiation induction | ER-HoxA9 myeloid progenitors, lysozyme-GFP differentiation, flow cytometry | calls only at 10 µM | 1% of 360,000 active | AID 624256;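 active = normalized GFP-positive differentiation at or above the plate's own cutoff, the solvent-only control mean plus 3 SD; inconclusive = no clear call, values can overlap the other calls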;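 also: cells exposed to compound for four days before flow analysis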
HEK293 NOD2/NF-kB: NOD2 signaling inhibitors, cell-based, luminescence, uHTS, HEK293 (AID 1566). inhibition, % at 4 µM; hits with a dose series show EC50 in µM. 0.63% of 290,000 active. HEK293 NOD2/NF-kB luciferase reporter, luminescence; higher % means a stronger effect; also: many of its hits are not listed in these tables
XIAP antagonists: small molecules displacing peptide from XIAP – biochemical, IAP family, fluorescence polarization (AID 1018); XIAP BIR domain, fluorescence polarization peptide displacement; higher % means a stronger effect; displacement, % at 20 µM; hits with a dose series show IC50 in µM; 0.007% of 200,000 active; in the data active = displacement above about 50%; also: a part of the inactive calls stands beside numbers as strong as those of hits
Hep lipid drop cells 6.5 µM: recorded beside Hep lipid drop, whose call it bears; cell count; measured here: cell count, cytotoxicity flag;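 cells counted across two imaged fields per well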
NS5 inhibitors pilot replicate: further read-out of NS5 inhibitors, marked with its call; inhibition, %; measured here: pilot screen replicate inhibition
Myeloid diff 2 GFP+ MAC1+ %: also measured in Myeloid diff 2; calls as there; GFP+ MAC1+ double positive, %; measured here: differentiation confirmed by MAC1 staining
The depositor's hits bear a star; i = inactive; ? = inconclusive; · = not tested or not shown. Rule as the data show it, unless noted: active = inhibition above about 50%; inactive = the rest. Not all compounds are listed; the hit share may differ from the screen's.

SMILES | HIV peptide binding | SIAH1 antagonists | LYP inhibition | NS5 inhibitors | Hep lipid drop | Hep lipid drop cells 6.5 µM | AID2073 | Myeloid diff 2 | Myeloid diff 2 GFP+ MAC1+ % | HEK293 NOD2/NF-kB | XIAP antagonists | others
Nc1nc(-c2ccc(Cl)cc2)c(N=Nc2ccc(S(=O)(=O)N3CCOCC3)cc2)s1 | -3.1% | 3% | 4% | -1% | 65* | 623* | 11% | i | 0.7 | -9% | -4.1%
COc1cccc(C(=O)CSc2nc3cccnc3n2C)c1 | 1.9% | -1% | 0% | 2% | 0 | 711 | -18% | i | 0.8 | 4% | -9.0%
CCc1cc2c(Sc3nc4ccccc4s3)ncnc2s1 | 2.2% | 1% | -6% | -5% | · | · | 8% | ? | · | 42% | -3.4%
CCOC(=O)C(CC)Sc1cc(C)nc2ccc(OC)cc12 (configuration not stated) | 0.7% | 13% | 1% | -5% | 1 | 693 | -9% | i | 0.2 | 17% | -3.5%
Cc1ccc(S(=O)(=O)N(C)c2ccc(C(=O)N3CCN(Cc4ccc5c(c4)OCO5)CC3)cc2)cc1 | -2.0% | -1% | -5% | 6% | 14 | 808 | -6% | i | 8.3 | 29% | -0.1%
O=C(COc1ccc2c3c(c(=O)oc2c1)CCC3)c1ccc2c(c1)OCO2 | 5.3% | 5% | -6% | 2% | · | · | -10% | i | 0.2 | -3% | -3.5%
Cc1ccccc1NC(=O)Cc1c(O)c2ccccc2[nH]c1=O | -0.6% | 6% | -5% | 2% | · | · | -15% | i | 5.6 | 6% | -1.1%
CCOC(=O)C1CCN(Cc2c(C(=O)N3CCOCC3)nc3c(C)cccn23)CC1 | 1.8% | -8% | -8% | 0% | -18 | 664 | 2% | ? | · | -3% | ·
CN(C)c1ccc(NC(=S)NCC2CCCO2)cc1 (configuration not stated) | -1.2% | 3% | -10% | 3% | 4 | 535 | -22% | i | 1.0 | -22% | -2.3%
COc1ccc(CN2CCNC(=O)C2CC(=O)NCCc2nc(C)c(C)s2)cc1C (configuration not stated) | 2.8% | 7% | -9% | -4% | 18 | 756 | -3% | i | 3.0 | 14% | ·
O=C(NCCc1ccccc1)c1n[nH]c(=O)c2ccccc12 | 1.2% | 9% | -5% | · | -33 | 739 | -6% | i | 0.2 | -29% | -5.2%
CCc1ccc(Nc2nc(C)cc(C)c2C(N)=O)cc1 | -0.7% | 1% | -11% | 2% | -32 | 743 | 1% | i | 0.2 | 4% | ·
Cc1nc(Nc2cnc(/C=C/c3cc(C(=O)Nc4cccc(C(F)(F)F)c4)ccc3C)cn2)cc(N2CCNCC2)n1 | 19% | 6% | -24% | · | -1 | 802 | 39% | · | · | 8.3µM* | ·
CC[C@@H](C)C(N)c1cn([C@@H](CCC(=O)O)C(=O)N2CCNCC2)nn1 (some centres not stated) | 0.1% | -1% | -6% | -4% | 16 | 760 | -7% | i | 1.2 | 14% | -1.6%
COc1ccc(-c2cn3c(n2)CCC3)cc1 | -1.7% | 12% | -4% | -9% | · | · | 12% | i | 0.9 | -37% | -9.0%
O=C(C1CCC(CNc2c(N3CCCCC3)c(=O)c2=O)CC1)N1CCN(C2CCCCC2)CC1 (configuration not stated) | -0.8% | 4% | 6% | -9% | 0 | 708 | 8% | i | 1.0 | 13% | ·
Cc1c(C(=O)C(=O)NCc2cccs2)c2ccccc2n1C | 2.5% | 0% | 3% | -9% | -5 | 648 | 18% | i | 0.4 | -6% | -4.0%
N#Cc1ccc(C(=O)OCC(=O)N2CCCC2)cc1 | 0.0% | -5% | -8% | -2% | 0 | 863 | 11% | i | 0.7 | -2% | ·
O=C(CCCOc1ccccc1)N1CCc2ccccc2C1 | -1.8% | 4% | -9% | -2% | 8 | 737 | -11% | i | 1.3 | -77% | -3.8%
CC(C)Oc1ccc(C2CC(=O)N(c3cccc(/C=C/C(=O)O)c3)C2=O)cc1 (configuration not stated) | -0.9% | -1% | -8% | -8% | · | · | 10% | i | 0.5 | -5% | ·

2 successive entries already listed, quoted:
SMILES | HIV peptide binding | SIAH1 antagonists | LYP inhibition | NS5 inhibitors | Hep lipid drop | Hep lipid drop cells 6.5 µM | AID2073 | Myeloid diff 2 | Myeloid diff 2 GFP+ MAC1+ % | HEK293 NOD2/NF-kB | XIAP antagonists | others
O=C(CCCOc1ccccc1)N1CCc2ccccc2C1 | -1.8% | 4% | -9% | -2% | 8 | 737 | -11% | i | 1.3 | -77% | -3.8%
CC(C)Oc1ccc(C2CC(=O)N(c3cccc(/C=C/C(=O)O)c3)C2=O)cc1 (configuration not stated) | -0.9% | -1% | -8% | -8% | · | · | 10% | i | 0.5 | -5% | ·

Back to the main list, repeating the five entries before the break.
SMILES | HIV peptide binding | SIAH1 antagonists | LYP inhibition | NS5 inhibitors | Hep lipid drop | Hep lipid drop cells 6.5 µM | AID2073 | Myeloid diff 2 | Myeloid diff 2 GFP+ MAC1+ % | HEK293 NOD2/NF-kB | XIAP antagonists | others
O=C(C1CCC(CNc2c(N3CCCCC3)c(=O)c2=O)CC1)N1CCN(C2CCCCC2)CC1 (configuration not stated) | -0.8% | 4% | 6% | -9% | 0 | 708 | 8% | i | 1.0 | 13% | ·
Cc1c(C(=O)C(=O)NCc2cccs2)c2ccccc2n1C | 2.5% | 0% | 3% | -9% | -5 | 648 | 18% | i | 0.4 | -6% | -4.0%
N#Cc1ccc(C(=O)OCC(=O)N2CCCC2)cc1 | 0.0% | -5% | -8% | -2% | 0 | 863 | 11% | i | 0.7 | -2% | ·
O=C(CCCOc1ccccc1)N1CCc2ccccc2C1 | -1.8% | 4% | -9% | -2% | 8 | 737 | -11% | i | 1.3 | -77% | -3.8%
CC(C)Oc1ccc(C2CC(=O)N(c3cccc(/C=C/C(=O)O)c3)C2=O)cc1 (configuration not stated) | -0.9% | -1% | -8% | -8% | · | · | 10% | i | 0.5 | -5% | ·
O=C(N/N=C1\CC2CC=CC12)c1ccc(O)cc1 (configuration not stated) | -0.7% | -1% | -5% | -1% | -2 | 683 | -2% | i | 0.3 | 0% | -6.5%
C=CCc1ccc(OCCOc2cccc3ccc(C)nc23)c(OC)c1 | -0.8% | 6% | -5% | -3% | · | · | -9% | i | 0.5 | -10% | -5.3%
O=C(Nc1ccc(S(=O)(=O)N2CCCCC2)cc1)c1cnccn1 | 0.5% | -2% | -8% | -3% | · | · | 9% | i | 1.0 | 17% | -5.8%
COc1ccc(/C=C/c2cc(C(F)(F)F)on2)cc1 | 1.1% | 6% | -3% | -5% | 6 | 697 | 42% | i | 0.9 | 6% | ·
O=C(O)c1ccc(Cl)c(S(=O)(=O)N(Cc2ccccc2)c2ccc(F)cc2)c1 | 12% | 1% | -4% | 5% | -9 | 835 | 11% | i | 0.4 | 12% | ·
COc1cccc(NC(=O)CCC2CCN(Cc3nccs3)CC2)c1 | -1.4% | -10% | -7% | 6% | 15 | 872 | 10% | i | 0.4 | 3% | ·
O=C(c1ccc2c(c1)OCCO2)N1CCN(c2ccccn2)CC1 | 0.1% | -2% | -5% | -3% | 35 | 638 | 10% | i | 2.1 | 6% | ·
COc1ccc(CCN2C(=O)CC(C(C)c3ccccc3)C2=O)cc1OC (configuration not stated) | -0.6% | 1% | 5% | -4% | 3 | 654 | -5% | i | 0.2 | 21% | -3.7%
COc1ccc(N2CCN(C(=O)c3ccc(CS(=O)(=O)c4ccc(Br)cc4)o3)CC2)cc1 | -3.6% | -2% | -10% | -11% | 20 | 716 | 8% | i | 1.5 | 1% | ·
Cc1c(-n2c(=S)[nH]c3ccccc3c2=O)c(=O)n(-c2ccccc2)n1C | -1.6% | 2% | -8% | 1% | · | · | 4% | i | 2.6 | 4% | -5.0% | NS5 inhibitors pilot replicate=-3.3
Cc1csc(SCC(=O)NC(=O)NCc2ccccc2)n1 | -0.5% | 3% | 0% | -7% | 9 | 702 | 1% | i | 0.5 | 6% | -0.5%
CC(=O)n1cc(/C=N/NC(=O)c2ccc(Cl)cc2)c2ccccc21 | 0.7% | 0% | -2% | -3% | 12 | 841 | 3% | i | 0.3 | -5% | ·
CSCCNC(=O)Nc1c(-c2c(Cl)cccc2Cl)noc1C | -1.0% | 4% | -6% | -6% | -3 | 698 | 0% | i | 0.5 | 7% | ·
CCOC(=O)C(Cc1ccccc1)NC(=O)CNC(C)=O (configuration not stated) | -1.7% | -3% | -7% | -6% | · | · | -7% | i | 1.0 | 5% | -4.1%
NC(=O)C1CCN(CCC(=O)Nc2ccc(F)c(F)c2)CC1 | 0.2% | 2% | -6% | -2% | 0 | 817 | -7% | i | 0.7 | 6% | ·
O=C(Nc1nnc(S(=O)(=O)N2CCOCC2)s1)c1cccc(F)c1 | 2.4% | 0% | -6% | -3% | -1 | 734 | 14% | i | 0.5 | -3% | ·
COc1ccc(NC(=O)CSc2nnc(CNC(=O)c3ccco3)n2-c2ccccc2OC)cc1 | -4.2% | 0% | -6% | -2% | · | · | 10% | i | 0.6 | 14% | -4.8%
O=[N+]([O-])c1ccc(N/N=C\c2cccn2-c2ccccc2)nc1 | 13% | 1% | 5% | -41% | · | · | 4% | i | 0.7 | -3% | -0.9%
Cc1ccc(C(=O)NN2C(=O)C3C4c5ccccc5C(c5ccccc54)[C@@H]3C2=O)cc1 (some centres not stated) | 0.1% | -1% | 0% | -4% | 0 | 680 | -9% | i | 0.0 | 16% | 15%
O=C(NCc1ccncc1)Nc1ccccc1Cl | -0.3% | 2% | -2% | -9% | · | · | 25% | i | 1.1 | -2% | 0.5%
CC(=O)Nc1ccc(S(=O)(=O)Nc2ccc(S(=O)(=O)Nc3nc(C)cc(C)n3)cc2)cc1 | 0.2% | -2% | -9% | -5% | -15 | 731 | 9% | i | 2.2 | -17% | ·
